Compound activity from PubChem BioAssay.
LRH-1 inv ag = inverse agonists of human LRH-1 (NR5A2); O00482; AID 602396; HEK293T StAR-luciferase reporter, LRH-1 transfected, 24 h; 0.13% of 360,000 active; inhibition, % at 3.6 µM;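 active means inhibition above the mean inhibition of all tested compounds plus 3 SD, cut at about 73% in these data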;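 further: 0% = DMSO wells and 100% = reporter-only cells lacking LRH-1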
TLR9-MyD88 block = inhibitors of human TLR9-MyD88 binding. inhibition, % at 4.98 µM. CHO BLA complementation TLR9-MyD88, CCF4 FRET ratio. 0.21% of 340,000 active. Q9NR96+Q99836;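 active means inhibition above the mean over all tested compounds plus 3 SD, cut at about 21% in these data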;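 further: 0% = DMSO only wells and 100% = clavulanate BLA inhibitor control wells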
Target sequence (Q99836 whole entry, looked up): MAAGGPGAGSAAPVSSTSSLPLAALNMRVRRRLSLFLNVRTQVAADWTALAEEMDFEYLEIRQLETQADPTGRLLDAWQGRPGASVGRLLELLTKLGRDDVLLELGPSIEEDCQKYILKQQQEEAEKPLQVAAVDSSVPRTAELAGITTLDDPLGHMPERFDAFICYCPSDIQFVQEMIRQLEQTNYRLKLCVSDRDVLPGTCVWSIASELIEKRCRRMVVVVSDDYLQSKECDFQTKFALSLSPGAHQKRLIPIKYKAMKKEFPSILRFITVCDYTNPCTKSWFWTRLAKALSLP
Target sequence (Q9NR96 whole entry, looked up): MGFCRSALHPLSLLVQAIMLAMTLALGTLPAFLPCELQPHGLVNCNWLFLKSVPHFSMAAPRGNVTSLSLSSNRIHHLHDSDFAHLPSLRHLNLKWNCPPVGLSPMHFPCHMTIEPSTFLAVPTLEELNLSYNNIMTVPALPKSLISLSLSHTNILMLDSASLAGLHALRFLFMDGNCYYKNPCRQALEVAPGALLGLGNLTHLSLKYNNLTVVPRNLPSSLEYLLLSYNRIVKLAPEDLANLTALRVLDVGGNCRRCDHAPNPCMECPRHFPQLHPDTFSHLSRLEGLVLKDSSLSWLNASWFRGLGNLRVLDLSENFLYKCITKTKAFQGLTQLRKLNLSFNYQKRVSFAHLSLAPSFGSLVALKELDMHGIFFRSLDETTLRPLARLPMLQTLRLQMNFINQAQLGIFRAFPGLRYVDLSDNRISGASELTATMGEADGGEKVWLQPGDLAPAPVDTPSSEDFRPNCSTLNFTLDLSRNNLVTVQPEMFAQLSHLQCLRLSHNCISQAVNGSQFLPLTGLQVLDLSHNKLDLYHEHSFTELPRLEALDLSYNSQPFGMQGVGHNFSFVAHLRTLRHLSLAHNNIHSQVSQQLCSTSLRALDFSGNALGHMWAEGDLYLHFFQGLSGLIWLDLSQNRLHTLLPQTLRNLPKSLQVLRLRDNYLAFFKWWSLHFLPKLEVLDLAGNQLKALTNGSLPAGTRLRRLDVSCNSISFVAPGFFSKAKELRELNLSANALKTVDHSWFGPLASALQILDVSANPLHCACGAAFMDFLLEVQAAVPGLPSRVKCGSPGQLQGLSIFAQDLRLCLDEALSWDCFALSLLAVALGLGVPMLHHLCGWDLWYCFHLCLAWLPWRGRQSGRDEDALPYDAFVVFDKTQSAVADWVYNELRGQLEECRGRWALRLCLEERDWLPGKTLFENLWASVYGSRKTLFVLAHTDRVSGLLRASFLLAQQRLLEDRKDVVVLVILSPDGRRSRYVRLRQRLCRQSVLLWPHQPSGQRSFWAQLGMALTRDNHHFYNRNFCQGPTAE
TWEAK-Fn14 inh = TWEAK-Fn14 signaling inhibition; 2% of 360,000 active; inhibition, % at 10 µM; TWEAK-stimulated Fn14 reporter cells, luciferase luminescence, 8 h; in the data active means inhibition above about 50%
Exocytosis inh = lytic granule exocytosis inhibition | TALL-104 LAMP-1 surface exposure, flow cytometry; cells stimulated with thapsigargin and PMA | inhibition, % at 10 µM | 0.66% of 360,000 active | AID 651702;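 active means inhibition above about 55%, limit read from the data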
ABHD5 PLIN5 PPI = ABHD5-PLIN5 protein interaction inhibition; Split G. princeps luciferase complementation, luminescence, 4 h; inhibition, % at 4 µM; 0.78% of 360,000 active;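 active means inhibition above the mean inhibition across every tested compound plus 3 SD, cut at about 22% in these data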;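 further: 0% = DMSO only wells and the 100% control is not disclosed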
NOD2-RIPK2 inh = inhibitors of human NOD2-RIPK2 interaction; 0.38% of 360,000 active; O43353; CHO BLA complementation NOD2-RIPK2, CCF4 ratio; inhibition, % at 4.98 µM; in the data active means inhibition above about 21%;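 further: 0% = vehicle only and 100% = reference blocker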
TROY NFkB inh = blocks TROY-dependent signaling in reporter cells; Q293 LMP1-TROYcd NF-kB luciferase reporter, 4 h; inhibition, % at 10 µM; 0.98% of 360,000 active; AID 1347056;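 active means compounds whose plate-normalised and pattern-corrected inhibition of the luciferase reporter signal at the single screening dose is 50% or more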
NCOA1 inh = human NCOA1 inhibition | HEK293 GAL4-SRC1 luciferase reporter, luminescence | 0.12% of 360,000 active | inhibition, % at 3.6 µM;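 active means inhibition above the campaign mean plus 3 SD, with each screening campaign given its own cutoff, cut at about 60% in these data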;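 further: 0% = DMSO treated cells and 100% = gossypol at 36 µM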
NCOA2 inhibitor = inhibits human steroid receptor coactivator 2 | 0.17% of 370,000 active | HEK293 GAL4-SRC2 luciferase reporter, luminescence | inhibition, % at 9 µM | Q15596;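 active means inhibition above the mean inhibition of all tested compounds plus 3 SD, set per campaign, cut at about 52% in these data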;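 further: 0% = DMSO treated cells and 100% = cells given Gossypol at 36 µM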
NR2F2 inh = inhibitors of human COUP-TFII (NR2F2) | inhibition, % at 8.6 µM | HEK293T NGFI-A luciferase reporter, luminescence | 0.7% of 370,000 active;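 active means inhibition above a per-plate cutoff, mean inhibition of test wells between control levels plus 3 SD, cut at about 38% in these data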;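 further: cells cotransfected with COUP-TFII expression vector driving the NGFI-A reporter; 0% = median of COUP-TF2 test wells and 100% = reporter-only cells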
NCOA3 inh = inhibits human SRC3 coactivator | HEK293 GAL4-SRC3 luciferase reporter, luminescence | Q9Y6Q9 | inhibition, % at 3.6 µM | 0.17% of 360,000 active;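 active means inhibition above a per-campaign cutoff, the mean of all compounds plus 3 SD, cut at about 60% in these data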;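 further: 0% = DMSO-treated cells and 100% = gossypol-treated cells at 36 µM; higher means less SRC3-driven luciferase light from the GAL4 reporter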
* hit, by the source's call; nt = not tested or not shown.

Start of the data: the first 2 compounds, ahead of the listing:
SMILES	LRH-1 inv ag	TLR9-MyD88 block	TWEAK-Fn14 inh	Exocytosis inh	ABHD5 PLIN5 PPI	NOD2-RIPK2 inh	TROY NFkB inh	NCOA1 inh	NCOA2 inhibitor	NR2F2 inh	NCOA3 inh
Cn1c(SCC(=O)N2CCOCC2)nnc1-c1cnccn1	-20.9	-11.0	-12.8	-2.8	1.6	-4.2	2.0	-3.8	-20.5	-7.2	2.9
CCOc1ccc(-c2nnc3ccc(SCC(=O)N4CCN(c5ccccc5)CC4)nn23)cc1	-8.4	-0.7	-6.5	8.1	-4.1	-1.2	14.3	-3.3	-5.3	-4.5	8.0

The list itself, previewed entries included:
SMILES	LRH-1 inv ag	TLR9-MyD88 block	TWEAK-Fn14 inh	Exocytosis inh	ABHD5 PLIN5 PPI	NOD2-RIPK2 inh	TROY NFkB inh	NCOA1 inh	NCOA2 inhibitor	NR2F2 inh	NCOA3 inh
Cn1c(SCC(=O)N2CCOCC2)nnc1-c1cnccn1	-20.9	-11.0	-12.8	-2.8	1.6	-4.2	2.0	-3.8	-20.5	-7.2	2.9
CCOc1ccc(-c2nnc3ccc(SCC(=O)N4CCN(c5ccccc5)CC4)nn23)cc1	-8.4	-0.7	-6.5	8.1	-4.1	-1.2	14.3	-3.3	-5.3	-4.5	8.0
COc1ccccc1C(=O)NC(=O)COC(=O)c1ccc([N+](=O)[O-])cc1Cl	-7.4	6.4	-0.8	-2.8	14.4	1.7	-22.1	4.2	19.0	3.6	7.9
CN(C)Cc1nc2c(c(=O)[nH]1)C(C)(C)Cc1ccccc1-2	13.6	-7.7	-1.5	-4.6	-1.8	4.4	-7.3	1.7	11.2	11.8	1.1
Cc1ccc(NC(=O)C(C)c2cccc(C(=O)c3ccccc3)c2)cc1 (stereo not given)	5.1	-5.2	-6.0	-2.2	-3.8	-3.2	24.4	-3.0	29.5	17.0	1.1
COC(=O)CC1N(S(=O)(=O)c2ccc(C)cc2)c2ccccc2C1(C(=O)OC)C(=O)OC (stereo not given)	-14.1	nt	nt	-6.6	-2.6	7.7	nt	nt	14.0	-3.5	nt
Cc1ccc(C)c2nc3sc(C(=O)O)cc3cc12	-11.4	nt	-19.5	-4.9	3.3	-8.1	-27.9	-2.9	-13.2	6.1	-7.9
O=C(Cc1ccccc1)NNC(=S)NC(=O)c1cccnc1	-1.0	nt	5.3	0.8	-5.3	-7.7	-17.3	1.9	-5.2	-5.5	-14.6
Cc1ccc(C(=O)NCCSc2snnc2C)cc1	-41.5	4.2	-27.7	-0.9	-12.6	-5.7	-45.5	-34.2	-31.4	4.6	-27.4
Cc1ccc(C(=O)Nc2nc3ccccc3n3nnnc23)cc1	-10.7	1.0	18.2	-1.5	-2.1	-11.4	-8.4	-8.6	-4.3	-12.5	-24.9
Cc1[nH]nc2nc(SCC(=O)NCC3CCCO3)n(-c3ccc(Br)cc3)c(=N)c12 (stereo not given)	-10.7	0.5	-14.6	3.9	8.9	-1.0	-14.4	5.4	-38.7	-6.8	-19.9
NS(=O)(=O)c1cccc(NC(=O)COC(=O)CSCc2ccccc2)c1	-30.6	-14.3	-0.4	-15.0	-5.8	-4.5	-10.9	3.9	6.9	7.0	-0.8
CS(=O)(=O)c1nc(-c2ccc(Br)cc2)n[nH]1	2.8	7.7	-1.6	-0.7	8.5	-4.0	-12.0	2.3	4.3	13.6	13.7
Cc1ccc(CC(=O)NNC(=O)c2ccncc2)cc1C	7.1	-8.6	-9.6	0.6	0.7	-3.5	5.5	3.2	-0.9	2.0	-10.2
Cc1cc(C)nc(NS(=O)(=O)c2ccc(NC(=O)C3CC3)cc2)n1	13.3	2.0	-14.6	-7.5	10.9	8.9	-16.8	-9.9	-13.2	-4.2	2.8
COC(=O)CC/C(=N/Nc1ccc(Cl)c(Cl)c1)C(=O)OC	1.2	-8.5	-4.1	-9.5	2.4	-10.6	-7.6	-4.1	8.7	19.3	8.9
CCN1CCN(S(=O)(=O)c2ccc(Cl)c(C(=O)Nc3ccccc3N3CCCCC3)c2)CC1	-4.2	-6.1	-18.8	-3.1	-4.9	-1.0	14.4	-1.0	-5.5	-6.6	21.1
CSc1ccc(Cl)c(C(=O)Nc2ccc(C)cn2)c1	3.6	-0.8	37.0	3.5	-0.9	-13.2	-28.3	-14.2	-36.9	11.0	9.5
C=CCn1c(SCC(=O)NC2CCCCC2)nnc1-c1cccnc1	18.4	-2.9	-6.3	0.4	1.5	4.3	14.6	6.7	11.8	6.2	13.7
COc1ccc(NC(=O)CC2SC(=N)N(c3ccccc3)C2=O)c(OC)c1 (stereo not given)	-9.8	-6.3	1.9	-1.8	-1.8	2.4	17.7	-29.8	0.0	21.7	5.2
C/C=C/C=[N+](\[O-])C(C)/C(=N/O)c1ccc(F)cc1 (stereo not given)	8.9	5.2	-4.0	-2.7	13.7	3.3	-17.9	-8.4	-4.2	4.7	13.1
CCc1cccc2c(C#N)cn(CC(=O)NCCOC)c12	-6.2	7.2	1.7	-2.2	-5.6	5.7	11.2	4.5	4.5	10.9	-9.5
Cc1cc(S(=O)(=O)N2CCCC2)ccc1OCC(=O)NCc1ccccn1	18.1	9.3	-8.3	-1.0	-11.7	-4.2	1.7	1.2	-10.7	-5.1	0.9
CCOc1cc(C(=O)Nc2ccccc2F)cc(Br)c1OCC	-3.5	-9.1	6.2	-1.4	-4.0	-5.3	23.5	6.0	21.6	5.7	10.0
Cc1cccc(C(=O)Nc2nnc(SCC(=O)NC3CC3)s2)c1	-50.5	0.3	7.1	-6.4	6.8	-1.8	-40.8	-62.9	-43.6	-6.7	-56.6
O=C1C(O)=C(O)C(=O)c2ccccc21	31.8	-5.6	4.1	-4.3	42.4*	-1.3	1.1	-18.1	-19.0	-5.2	28.3
CCCc1nc(-c2ccccc2O)n(-c2ccccc2)n1	4.1	-1.9	2.0	-0.5	3.8	-13.3	-7.7	-15.8	9.5	5.3	0.0
CNC(=S)N1CCC(C(=O)c2ccc(Cl)cc2)CC1	23.4	-8.0	0.9	-14.9	-1.2	-3.8	-4.9	7.3	-34.0	-2.6	2.6
Cc1ccc(S(=O)(=O)Nc2ccc(Nc3ccccc3)cc2)cc1	7.7	15.2	-9.2	-0.6	-4.2	10.4	15.8	-0.2	17.5	11.7	4.8
Cc1ccc(O)c(C2=NOC(O)(C(F)(F)F)C2)c1 (stereo not given)	-14.5	-4.3	-1.6	-5.1	-4.0	8.1	-1.8	3.3	-7.2	2.8	6.1
COc1ccc(S(=O)(=O)Nc2ccccc2C(=O)N2CCOCC2)cc1C	-1.4	3.1	0.0	-1.3	-2.6	1.2	-16.1	10.7	-9.7	5.4	20.7
Cc1cc(NC(=S)NC(=O)C2CC2)ccc1Br	-70.1	4.7	-6.0	2.0	-4.1	5.0	-69.9	-52.5	-65.3	-43.0	-69.1
Cc1ccc(NC(=S)NCCN2CCOCC2)cc1F	-3.1	-1.9	-7.3	0.5	4.8	-12.0	-3.7	-7.1	-7.8	1.2	6.9
CC1=C(C(=O)N2CCOCC2)CC(CC(=O)NCc2cccc3ccccc23)C(=O)N1Cc1ccccc1 (stereo not given)	0.2	6.2	19.2	-2.6	-0.6	-0.1	2.6	4.9	14.1	16.1	-0.6
CCOc1ccc(CCNC(=O)COC(=O)/C=C/c2ccc(C)o2)cc1OCC	36.3	-15.4	-13.5	-5.8	-1.2	-1.4	0.0	-6.8	9.6	22.6	8.4
COc1ccc(Br)cc1/C=N/Nc1ccc(Cl)c(C(=O)O)c1	-16.5	4.3	2.3	7.6	1.1	-3.7	10.1	12.8	15.3	5.2	10.7
CCN(CC)CCn1c(=N)n(CCOc2ccccc2)c2ccccc21	0.4	1.1	-82.3	4.6	10.2	12.5	-0.4	14.6	-1.4	-7.2	8.4
COc1ccc(-c2csc(Nc3ccc(S(=O)(=O)Nc4cc(OC)nc(OC)n4)cc3)n2)cc1	-20.9	-1.1	7.1	2.6	-0.3	-0.7	32.4	1.2	-78.7	10.5	14.5
Cc1ccc(-c2nc(CS(=O)(=O)CC(=O)NC3CC3)c(C)o2)cc1	9.4	-18.8	-5.2	1.9	-0.7	-1.9	3.2	-8.0	21.2	-10.2	-20.2
CCOc1ccc(S(=O)(=O)NCCC2=CCCCC2)c2ccccc12	-16.9	-0.7	23.2	1.4	-10.6	6.3	8.0	-21.0	-2.6	2.8	15.8
CC(NS(=O)(=O)c1ccc(OCC(=O)N2CCOCC2)c(Cl)c1)c1ccccc1 (stereo not given)	0.8	4.8	-8.9	-1.6	2.0	3.8	-1.3	4.8	19.9	20.3	-42.5
O=C1CN(C(=O)OCc2ccccc2)c2ccccc2N1	-68.3	8.9	-14.5	-0.7	-0.4	-9.0	-51.8	-58.0	-66.9	-25.7	-50.5
CCN(CC)S(=O)(=O)c1ccc(NC(=O)COC(=O)c2ccc(-n3nc(C)cc3C)cc2)cc1	-1.0	-1.4	-23.8	2.1	-23.2	-7.0	13.9	-26.7	2.0	-3.3	-27.2
Cc1cccc(NC(=O)c2cccc(NC3=NC4CS(=O)(=O)CC4S3)c2)c1 (stereo not given)	-11.3	8.0	2.5	-2.9	-1.2	3.6	-8.0	11.0	4.5	5.3	-9.5
c1ccc(-n2nnnc2SCc2cn3cccnc3n2)cc1	-6.0	-1.7	5.1	3.2	-8.9	-6.1	-6.1	6.3	17.8	-10.5	-28.1
Cc1ccc2c(c1)c1c3n2CCN(C=O)C3CCC1 (stereo not given)	-15.2	-6.0	0.1	-0.8	6.9	2.1	-7.8	-1.3	8.2	0.9	14.7
COC(=O)c1c(NC(=O)c2ccco2)sc2c1C(C(=O)OC)CC2 (stereo not given)	6.9	0.6	-4.2	-1.7	0.5	-7.2	-15.5	-9.6	-10.7	2.1	1.3
O=C(O)c1ccc2c(=O)n3c(nc2c1)/C(=C/c1ccc(OC(F)F)cc1OC(F)F)CC3	4.2	4.7	8.4	23.5	1.6	2.6	1.6	-8.2	5.7	2.9	-6.2
CCOC(=O)c1c(C)[nH]c(C=C2C(=O)CCCC2=O)c1O	-4.2	-13.1	22.6	9.5	3.5	4.7	-4.9	8.3	-9.5	5.5	-4.1
CCNc1ccc(S(N)(=O)=O)cc1[N+](=O)[O-]	14.5	-8.4	-10.4	-10.5	-4.6	-0.8	3.8	6.4	2.9	2.9	4.0
c1ccc(-c2noc(C34CC5CC(CC(C5)C3)C4)n2)cc1	2.6	5.9	-32.5	-7.2	0.0	-1.1	-29.4	-8.2	-11.8	-6.3	-3.8
COc1ccc([N+](=O)[O-])cc1NC(=O)CCS(=O)(=O)c1ccc(Br)cc1	9.5	5.7	13.6	2.1	-7.2	4.2	-2.1	15.6	-12.3	4.7	-0.1
Cc1cccc(C)c1Nc1nnc(SCC(=O)Nc2ncc(C(F)(F)F)cc2Cl)s1	-3.5	-4.2	4.0	-1.5	0.1	2.5	-8.8	-6.1	1.9	7.0	21.1
O=C(Nc1ccc(C(=O)N2CCCCC2)cc1)c1ccc(Br)cc1	-38.0	5.0	-10.4	-2.3	1.8	-5.1	-39.0	-2.0	-1.1	-7.9	-5.2
COc1ccc(SCCCn2c(=O)c3c(ncn3C)n(C)c2=O)cc1	-11.7	-0.7	-0.7	-0.4	-9.7	-3.6	2.7	17.6	8.7	3.1	-5.9
O=C(N/N=C/c1ccc[nH]1)c1ccc([N+](=O)[O-])cc1	13.4	1.8	-21.2	0.9	-4.1	-4.7	-0.3	-10.6	-46.0	-5.1	-1.5

Some of the compounds tested (hit frequency here may not be typical).
